MEX-5 binding: MEX-5 zinc finger RNA-binding disruptors – biochemical, C. elegans, fluorescence polarization, MLPCN library, primary screen | activity score (negative = inhibition of binding), % at 10 µM | Zinc finger protein mex-5 (Caenorhabditis elegans), Q9XUB2 | actives 0.38% (n = 300,000) | AID 1832, 2009 | MEX-5/FITC-TCR2 RNA binding; stronger effect = lower value;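 active means inhibition past about -25% in most replicates, and total fluorescence under double the plate's negative control median, limit read from the data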;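 further: 0% = DMSO and -100% = 5 µM competing unlabeled TCR2 RNA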
GSTO1 inh: inhibitors of recombinant GSTO1, primary screen, counter-screen for RBBP9 inhibitor project, biochemical, fluorescence polarization; Glutathione S-transferase omega-1 (Homo sapiens), P78417; activity-based probe fluorescence polarization; inhibition, % at 5.96 µM; actives 1.1% (n = 300,000);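 active means inhibition above the campaign mean inhibition plus 3 SD, cut at about 35% in these data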;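 further: 0% = GSTO1-1 with DMSO and 100% = wells lacking GSTO1-1 enzyme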
Target sequence (P78417 whole entry, looked up): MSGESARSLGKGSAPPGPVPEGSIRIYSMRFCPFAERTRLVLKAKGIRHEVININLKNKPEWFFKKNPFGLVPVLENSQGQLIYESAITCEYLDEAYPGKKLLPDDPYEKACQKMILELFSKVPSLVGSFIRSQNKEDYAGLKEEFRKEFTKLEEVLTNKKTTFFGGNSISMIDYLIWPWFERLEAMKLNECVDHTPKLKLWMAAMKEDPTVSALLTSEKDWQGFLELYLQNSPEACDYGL
PAD4 FP inh: human PAD4 inhibitors, primary screen, biochemical, fluorescence polarization, 1536-well format; recombinant PAD4, RCA probe fluorescence polarization; inhibition, % at 6.36 µM; actives 0.41% (n = 330,000); AID 485272, 2010;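 active means percent inhibition above a cutoff equal to the mean of all tested compounds plus 3 SD, cut at about 15% in these data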;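 further: 0% = PAD4 with RCA probe and DMSO and 100% = probe without PAD4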
PME-1 inh: PME-1 inhibitors via competitive probe labeling, primary screen, biochemical, fluorescence polarization, FP-Rh probe, HTS. Protein phosphatase methylesterase 1 (Homo sapiens), Q9Y570. recombinant PME-1. inhibition, % at 5.9 µM. actives 0.53% (n = 320,000). AID 2130, 2009;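 active means inhibition above the campaign mean of all compounds plus 3 SD, cut at about 26% in these data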;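 further: competitive labeling of PME-1 active site by serine hydrolase directed probe; 0% = PME-1 with DMSO and 100% = wells lacking PME-1 enzyme; inhibitors block probe labeling so polarization falls and inhibition rises; many of its hits are not listed in these tables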
MCL1 BIM primary: inhibitors of MCL1 binding to BIM-BH3, primary screen, biochemical, fluorescence polarization | Induced myeloid leukemia cell differentiation protein Mcl-1 (Homo sapiens), Q07820 | GST-MCL1 / FITC-Bim-BH3 fluorescence polarization | inhibition, % at 10.9 µM | actives 0.68% (n = 320,000) | AID 2057, 2009;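 active means inhibition above the mean inhibition of all tested compounds plus 3 SD, set per campaign, cut at about 40% in these data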;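 further: 0% = DMSO wells and 100% = unlabeled Bim-BH3 peptide control; higher means more loss of mP so more displacement of Bim peptide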
TPT1 inh: Candida albicans TPT1 enzyme inhibitors, primary screen, biochemical, fluorescence polarization; tRNA 2'-phosphotransferase TPT1 (Candida albicans SC5314); recombinant caTPT1, FP RNA substrate dephosphorylation; inhibition, % at 5 µM; actives 0.81% (n = 300,000); AID 1962, 2009;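 active means inhibition above the mean of all tested compounds plus 3 SD, set per screening campaign, cut at about 24% in these data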;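 further: plate controls were DMSO alone for no effect and ferristatin control at 100 nM for full effect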
Fam108B counter: mouse Fam108B serine hydrolase inhibitors, primary screen, counter-screen for RBBP9 inhibitor project, biochemical, fluorescence polarization; recombinant Fam108B, FP-Rh probe fluorescence polarization; inhibition, % at 9.51 µM; actives 0.33% (n = 300,000); AID 1947, 2009;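 active means inhibition above the screen mean inhibition plus 3 SD, computed separately per campaign, cut at about 18% in these data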;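 further: inhibitors lower polarization as less probe binds the enzyme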
BCLXL inh: inhibitors of human Bcl-xL, primary screen, biochemical, fluorescence polarization, HTS; GST-Bcl-xL / FITC-Bim BH3 peptide fluorescence polarization; inhibition, % at 10.9 µM; actives 0.7% (n = 320,000); AID 2129, 2009;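 active means inhibition above the mean of all tested compounds plus 3 SD, cutoff set per campaign, cut at about 30% in these data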;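 further: 0% = DMSO wells and 100% = unlabeled Bim-BH3 peptide competitor; inhibitors lower millipolarization by displacing the labeled peptide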
Target sequence (Q07817 whole entry, looked up): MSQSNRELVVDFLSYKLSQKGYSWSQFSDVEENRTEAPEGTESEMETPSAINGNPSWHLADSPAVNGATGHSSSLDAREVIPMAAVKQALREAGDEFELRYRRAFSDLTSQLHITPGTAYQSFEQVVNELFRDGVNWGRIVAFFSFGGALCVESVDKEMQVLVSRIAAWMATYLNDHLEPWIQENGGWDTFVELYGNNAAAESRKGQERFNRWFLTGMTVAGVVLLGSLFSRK
GLD-1 TGE inh: GLD-1/TGE RNA complex disruptors, primary screen, biochemical, fluorescence polarization; actives 0.44% (n = 320,000); Female germline-specific tumor suppressor gld-1 (Caenorhabditis elegans), Q17339; inhibition, % at 5.96 µM; purified GLD-1 + fluorescein TGE RNA;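 active means percent inhibition above a per-plate cutoff, the plate mean of test compounds plus 3 SD, cut at about 30% in these data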;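 further: 0% = DMSO wells with GLD-1 and probe and 100% = wells lacking GLD-1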
Target sequence (Q17339 whole entry, looked up): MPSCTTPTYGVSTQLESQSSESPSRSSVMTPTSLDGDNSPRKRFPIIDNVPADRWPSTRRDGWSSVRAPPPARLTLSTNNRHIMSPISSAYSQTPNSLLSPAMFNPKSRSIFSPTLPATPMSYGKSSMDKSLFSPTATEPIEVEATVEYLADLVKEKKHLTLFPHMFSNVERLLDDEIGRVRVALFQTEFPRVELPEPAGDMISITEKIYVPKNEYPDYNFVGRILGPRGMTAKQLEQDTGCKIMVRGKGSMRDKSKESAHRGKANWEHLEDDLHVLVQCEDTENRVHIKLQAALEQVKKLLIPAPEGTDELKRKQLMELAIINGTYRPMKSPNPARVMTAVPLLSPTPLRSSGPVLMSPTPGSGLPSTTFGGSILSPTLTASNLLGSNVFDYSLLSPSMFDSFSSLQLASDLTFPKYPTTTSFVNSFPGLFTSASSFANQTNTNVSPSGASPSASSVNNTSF
* = called active by the depositor; . = not tested or not shown. Not all compounds are listed; count on the stated rates, not on these rows.

SMILES | MEX-5 binding | GSTO1 inh | PAD4 FP inh | PME-1 inh | MCL1 BIM primary | TPT1 inh | Fam108B counter | BCLXL inh | GLD-1 TGE inh
COCCN(C(=O)CCC(=O)Nc1cc(C)on1)C(C(=O)NC1CCCC1)c1ccc(C)cc1 (stereo not drawn) | 0.4 | 2 | 3 | 5 | -1 | -1 | 1 | 1 | 3
S=C1NC(C23CC4CC(CC(C4)C2)C3)=CC(c2ccc3c(c2)OCO3)N1 (stereo not drawn) | -0.4 | -14 | -3 | 1 | -5 | 3 | -7 | -8 | -7
Cc1ccccc1OCCCc1c(C)n[nH]c1C | -2.1 | 5 | -1 | -1 | -4 | 1 | -1 | 3 | 6
COC(c1ccccc1)c1nnc(CCC(=O)N2CCN(C3CCCC3)CC2)o1 (stereo not drawn) | 3.2 | 0 | 0 | -4 | 5 | -1 | -6 | 5 | 0
c1ccc2c(c1)Cc1cc(CN3CCOCC3)ccc1-2 | -1.7 | 7 | 3 | 5 | 2 | 15 | 4 | -4 | -8
CCn1nc(C)c(CN2CCC(n3nccc3NC(=O)c3ccccc3OC)CC2)c1C | -0.2 | 4 | 4 | 3 | 8 | -2 | -7 | 5 | -1
CCc1cc(=O)oc2c(CN3CCN(C)CC3)c(O)ccc12 | 1.5 | 2 | 2 | -1 | 11 | -3 | 2 | 6 | -4
CC(=O)Nc1ccc(NC(=O)C(C)OC(=O)/C=C/c2ccc3c(c2)OCO3)cc1 (stereo not drawn) | -1.5 | 5 | -8 | 2 | -3 | -5 | 3 | -2 | 7
CC(C(=O)c1c[nH]c(C(N)=O)c1)c1ncc(C(F)(F)F)cc1Cl (stereo not drawn) | 0.0 | 10 | -6 | 0 | 9 | 1 | -4 | 4 | -1
CNC(=O)CN(C1CCCCC1)S(=O)(=O)c1ccc(OC)c(Cl)c1 | -1.4 | 12 | -4 | -4 | -17 | 3 | 2 | -10 | -1
C=CCn1c(=O)c2ccccc2n2c(SCc3nc(N)nc(Nc4ccccc4C)n3)nnc12 | 1.0 | 3 | -3 | 3 | 7 | 0 | -1 | -1 | -5
Cc1ccc(C)c(N(C)C(=O)CCS(=O)(=O)c2cccc3nonc23)c1 | -0.6 | -3 | -13 | 3 | -3 | -2 | 3 | 3 | -4
Cc1cccc(C(=O)Nc2ccccc2-c2nnn(CC(=O)Nc3ccc4c(c3)OCCO4)n2)c1 | 2.4 | -5 | -2 | -5 | -1 | 1 | -8 | 0 | 2
Cc1cc(C)c2c3c(sc2n1)C(=O)N(Cc1ccccc1)CC(=O)N3 | -0.2 | -5 | -3 | 2 | -10 | -1 | -6 | -1 | -8
O=[N+]([O-])c1ccc(CSc2ncnc3c2ncn3[C@@H]2O[C@H](CO)[C@@H](O)[C@H]2O)cc1 | . | 5 | -1 | -7 | -6 | 2 | 2 | -3 | -1
C=C1CC(C(=O)N/N=C/c2ccccc2)C1 | -0.6 | 8 | 1 | -1 | -5 | 2 | -2 | -7 | 2
COc1cc(/C=N/NC(=O)C(=O)NCc2ccco2)ccc1O | -1.5 | -3 | 7 | -5 | -8 | -2 | 3 | 0 | -2
COc1ccc(Cl)cc1C(=O)OCC(=O)Nc1cccnc1Cl | . | . | -2 | -2 | -5 | . | . | -1 | 5
C[C@@]12C(=O)N(CC3CC3)CC(=O)N1[C@H](C1CC1)[C@@H]1C(=O)N(c3ccccc3)C(=O)[C@@H]12 | -0.6 | 4 | 3 | -8 | -3 | -3 | 1 | 6 | -2
O=C(Nc1ccc2c(c1)OCO2)C1Cc2ccccc2CN1S(=O)(=O)c1cccs1 (stereo not drawn) | -0.3 | 4 | -3 | -5 | -2 | 2 | 0 | 1 | 0
COc1cc(C(=O)Nc2cc(C)ccn2)ccc1OCC(=O)N1CCOCC1 | 0.8 | 0 | -1 | -5 | 0 | 0 | -2 | -3 | 4
O=C(CCCCn1c(=O)c2ccccc2n(CC(=O)Nc2ccc(F)cc2)c1=O)NCc1ccco1 | -2.9 | -2 | 2 | -2 | 0 | 1 | -4 | -1 | 4
Cc1nn(C)c(C)c1S(=O)(=O)N(CC(=O)NCCN1CCOCC1)c1ccc(C(C)C)cc1 | . | -5 | 2 | -2 | -3 | -4 | 1 | -2 | 4
COc1ccc(NC(=O)c2cc(-c3ccc4c(c3)OCO4)on2)cc1OC | -2.8 | -1 | -5 | -3 | 4 | 0 | -2 | 0 | 0
CN(CC(=O)Nc1ccccc1Br)CC(=O)Nc1ccccc1-c1ccccc1 | . | . | 3 | 23 | 11 | . | . | 2 | -1

Laid out differently: entries from further up.
Screens in order: MEX-5 binding	GSTO1 inh	PAD4 FP inh	PME-1 inh	MCL1 BIM primary	TPT1 inh	Fam108B counter	BCLXL inh	GLD-1 TGE inh
- c1ccc2c(c1)Cc1cc(CN3CCOCC3)ccc1-2
    -1.7	7	3	5	2	15	4	-4	-8
- CCn1nc(C)c(CN2CCC(n3nccc3NC(=O)c3ccccc3OC)CC2)c1C
    -0.2	4	4	3	8	-2	-7	5	-1

Compounds from the list above that have an NH in an aromatic ring:
SMILES | MEX-5 binding | GSTO1 inh | PAD4 FP inh | PME-1 inh | MCL1 BIM primary | TPT1 inh | Fam108B counter | BCLXL inh | GLD-1 TGE inh
Cc1ccccc1OCCCc1c(C)n[nH]c1C | -2.1 | 5 | -1 | -1 | -4 | 1 | -1 | 3 | 6
CC(C(=O)c1c[nH]c(C(N)=O)c1)c1ncc(C(F)(F)F)cc1Cl (stereo not drawn) | 0.0 | 10 | -6 | 0 | 9 | 1 | -4 | 4 | -1

Continued:
SMILES | MEX-5 binding | GSTO1 inh | PAD4 FP inh | PME-1 inh | MCL1 BIM primary | TPT1 inh | Fam108B counter | BCLXL inh | GLD-1 TGE inh
O=c1cc(C(F)(F)C(F)F)oc2ccccc12 | 0.2 | 0 | -1 | -5 | -6 | -3 | -5 | -1 | 2
Cc1cc(C)c(/C=N/n2c(C)cc(C)c(C#N)c2=O)c(C)c1 | -2.8 | 5 | -2 | 4 | 13 | 0 | -7 | 5 | 2
COc1ccccc1N1CCN(C(=O)C2CCN(C(=O)c3cccc(Cl)c3)CC2)CC1 | 0.1 | 12 | 3 | -8 | 6 | 1 | 3 | 1 | 1
O=C(Cc1ccccc1)Nc1ccc(NC(=O)C2CC2)nc1 | 1.4 | 0 | 5 | 0 | -1 | -2 | -1 | -1 | -4
O=C(O)c1ccc(CNC(=O)c2ccc(S(=O)(=O)N3CCCCC3)cc2)cc1 | . | . | -3 | 10 | 10 | . | . | 5 | 6
O=C1C=C(/C=C/c2ccccc2)C[C@@H](c2ccc3c(c2)OCO3)C1 | . | . | -4 | -3 | -1 | . | . | 1 | -4
Cc1ccc(C(=O)COC(=O)c2cc(Cl)nc3ccccc23)cc1 | -0.3 | 13 | 0 | -9 | 2 | 4 | -7 | -1 | 1
O=C(CN1CCCCC1)Nc1cc(S(=O)(=O)N2CCOCC2)ccc1N1CCCC1 | . | . | 2 | 9 | -3 | . | . | 3 | 4
CN1CCN(C(=O)C2CCCN(S(=O)(=O)c3ccc(Br)cc3)C2)CC1 (stereo not drawn) | -1.5 | 3 | -3 | 0 | 2 | -8 | 5 | 3 | 1
Cc1ccc(CSCC(=O)N/N=C/c2cccc(OC3CSC3)c2)cc1 | 0.6 | 3 | 1 | -2 | 2 | -2 | 0 | 6 | 2
CC(=O)C(C(C)=O)C(NC(=O)c1cccnc1)(C(F)(F)F)C(F)(F)F | 3.0 | -9 | 1 | 4 | 2 | -2 | 1 | 6 | -9
O=C1CC(c2ccccc2)CC(=O)C1=CN1CCCC1 (stereo not drawn) | 3.1 | 4 | -12 | -7 | 2 | -1 | -4 | -2 | -3
O=Cc1c(NCCN2CCCC2)c2ccccc2[nH]c1=O | 1.2 | -2 | 1 | -1 | 8 | -2 | -3 | 5 | 1
CNC(=O)/C(C#N)=C\c1ccc(CNS(=O)(=O)c2ccc(Cl)cc2)o1 | 0.3 | 6 | -1 | 1 | -24 | -2 | 3 | -5 | -1
O=C(Cn1cnc2ccccc21)Nc1cc(C(F)(F)F)ccc1N1CCOCC1 | 0.8 | -1 | 0 | 3 | 6 | -3 | -4 | 8 | 3
Cc1cc(C(F)F)nn1CC(=O)NCc1ccccc1F | 0.8 | -6 | -6 | -4 | 12 | 2 | 1 | 5 | 1
CC(c1nnc(SCC(=O)N2CC(=O)Nc3ccccc32)n1Cc1ccccc1)N(C)C (stereo not drawn) | 0.6 | 2 | -10 | -4 | -11 | 0 | -13 | -15 | -6
COc1cccc(N2CC(C(=O)Nc3nnc(SCC(=O)c4ccccc4)s3)CC2=O)c1 (stereo not drawn) | 2.6 | 14 | 0 | 9 | 1 | 2 | -5 | -1 | -4
C=CCN(C(=O)CNC(=O)c1ccco1)C(C(=O)NC1CCCCC1)c1ccc(F)cc1 (stereo not drawn) | -0.2 | 3 | 1 | 6 | 5 | -3 | -2 | 3 | -1
COc1ccc(CNCc2cccc(Cl)c2)cc1 | -0.8 | -5 | -2 | 0 | 4 | 0 | -2 | 4 | 1
COC(=O)c1ccc(COc2cccc3c2OC(C)(C)C3)cc1 | 0.8 | 0 | -7 | 2 | -3 | 2 | 4 | 3 | 2
CC(C)Sc1nc2c(c(=O)[nH]c(=O)n2C)n1C | 2.4 | 7 | 3 | -1 | 2 | 2 | 1 | 4 | -1
CCCCN1CCNC1=S | 0.6 | 3 | 3 | -4 | 5 | 0 | -2 | 4 | -1
CCOc1ccc(Br)cc1C1=CC(=O)C[C@H](c2ccc(OC)cc2)C1 | . | . | 3 | 0 | -4 | . | . | 3 | -1
Cc1ccc(-c2nnc(Nc3ccc(CC(N)=O)cc3)c3ccccc23)cc1 | -0.4 | 0 | 2 | -1 | -1 | 1 | -2 | 1 | -6
O=C(/C=C/c1ccc(-c2ccccc2)cc1)NCc1cccnc1 | -1.9 | 3 | -1 | -7 | 9 | 2 | 0 | 2 | 2

Part of the list above in order of length of the SMILES, lowest first:
SMILES | MEX-5 binding | GSTO1 inh | PAD4 FP inh | PME-1 inh | MCL1 BIM primary | TPT1 inh | Fam108B counter | BCLXL inh | GLD-1 TGE inh
CCCCN1CCNC1=S | 0.6 | 3 | 3 | -4 | 5 | 0 | -2 | 4 | -1
COC(=O)c1ccc(COc2cccc3c2OC(C)(C)C3)cc1 | 0.8 | 0 | -7 | 2 | -3 | 2 | 4 | 3 | 2
COc1cccc(N2CC(C(=O)Nc3nnc(SCC(=O)c4ccccc4)s3)CC2=O)c1 (stereo not drawn) | 2.6 | 14 | 0 | 9 | 1 | 2 | -5 | -1 | -4

Looked up above:
Entry for CCOc1ccc(Br)cc1C1=CC(=O)C[C@H](c2ccc(OC)cc2)C1 under MCL1 BIM primary: -4
Entry for Cc1ccc(-c2nnc(Nc3ccc(CC(N)=O)cc3)c3ccccc23)cc1 under PAD4 FP inh: 2
Entry for O=C1C=C(/C=C/c2ccccc2)C[C@@H](c2ccc3c(c2)OCO3)C1 under PAD4 FP inh: -4

Source: PubChem (several laboratories)
